core dimer inh: inhibitors of HCV core protein dimerization, primary screen, biochemical, TR-FRET, high-throughput; TR-FRET GST/Flag-core106 dimerization, 1536-well; inhibition, % at 5 µM; actives 0.33% (n = 300,000);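 active = inhibition above the mean of all tested compounds plus 3 SD, set per screening campaign, cut at about 45% in these data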
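Assay system: Tagged HCV core106 pair (GST and Flag) | Buffer or medium: KF-containing HEPES buffer, pH 7.45, DTT, CHAPS, BSA | Also added: Eu donor and XL665 acceptor anti-tag antibodies | Dosing: One concentration, 5 µM, in 0.5% DMSO | Timing: 4 h at 22.5 °C | Technique: TR-FRET 671 and 617 nm emission | Repeats: Singlicate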
proCasp3 act: activators of human procaspase-3 D3A mutant, primary screen, biochemical, absorbance, PC-3 D3A mutant, single concentration | Caspase-3 (Homo sapiens), P42574 | recombinant procaspase-3 D3A, Ac-DEVD-pNA absorbance 405 nm | activation, % at 8.5 µM | actives 0.11% (n = 330,000);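 active = activation above the mean of all tested compounds plus 3 SD, cut at about 21% in these data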;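 note: 0% = DMSO alone and 100% = DMSO wells spiked with extra 5 µM PC-3 D3A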
Target sequence (P42574 whole entry D9A/D28A/D175A): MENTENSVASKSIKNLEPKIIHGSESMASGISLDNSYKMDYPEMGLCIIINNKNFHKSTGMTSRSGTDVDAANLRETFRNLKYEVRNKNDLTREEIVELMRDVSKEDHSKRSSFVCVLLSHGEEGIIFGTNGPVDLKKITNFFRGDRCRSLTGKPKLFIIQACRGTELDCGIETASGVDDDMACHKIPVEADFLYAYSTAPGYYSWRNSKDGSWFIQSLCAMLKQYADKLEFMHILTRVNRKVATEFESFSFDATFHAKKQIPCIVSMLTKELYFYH
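Assay system: Autoprocessing-dead procaspase-3 D3A mutant enzyme; also added: Ac-DEVD-pNA; doses: one concentration, 8.5 µM nominal, 0.8% DMSO; times: 1 h compound preincubation, 2 h substrate hydrolysis at 25 °C; technique: 405 nm absorbance of p-nitroaniline, reads at 0 and 120 min; measure: % activation between DMSO and enzyme-spiked controls; repeats: single replicate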
proCasp7 act: procaspase-7 activators, primary screen, counter-screen for procaspase-3 activator project, biochemical, absorbance, HTS, human | Caspase-7 (Homo sapiens), P55210 | recombinant procaspase-7, Ac-DEVD-pNA absorbance 405 nm; D23A/D198A/D206A triple mutant, cannot self-cleave; scale: DMSO 0, 5 µM enzyme 100 | activation, % at 8.5 µM | actives 0.093% (n = 330,000) | AID 463210, 2010;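 active = percent activation above the screen-wide mean plus 3 SD, cut at about 25% in these data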
Target sequence (P55210 whole entry D23A/D198A/D206A): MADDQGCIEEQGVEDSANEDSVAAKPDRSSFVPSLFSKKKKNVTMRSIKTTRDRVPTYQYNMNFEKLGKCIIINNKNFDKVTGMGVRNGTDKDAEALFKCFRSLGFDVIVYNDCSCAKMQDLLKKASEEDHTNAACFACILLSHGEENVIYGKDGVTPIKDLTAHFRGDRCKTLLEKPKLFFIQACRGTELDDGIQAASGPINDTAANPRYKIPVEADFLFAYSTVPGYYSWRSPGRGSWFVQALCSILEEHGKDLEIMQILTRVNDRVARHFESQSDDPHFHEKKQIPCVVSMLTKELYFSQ
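Assay system: Uncleavable procaspase-7 mutant enzyme; Input: 2 µM procaspase-7 mutant as dispensed; Also added: DEVD-pNA substrate; Medium: Zinc-free HEPES pH 7.4 with 300 mM NaCl, 0.01% Triton X-100; Timing: 1 h compound preincubation, 2 h substrate cleavage, 25 °C; Measured by: Epi-absorbance of released pNA at 405 nm, two timepoints.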
TPT1 inhibitor: Candida albicans TPT1 enzyme inhibitors, primary screen, biochemical, fluorescence polarization; tRNA 2'-phosphotransferase TPT1 (Candida albicans SC5314); recombinant caTPT1, FP RNA substrate dephosphorylation; inhibition, % at 5 µM; actives 0.81% (n = 300,000);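 active = inhibition above the mean of all tested compounds plus 3 SD, set per screening campaign, cut at about 24% in these data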;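 note: plate controls were DMSO alone for no effect and ferristatin control at 100 nM for full effect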
PP1 counter: PP1-alpha phosphatase inhibitors, primary screen, counter-screen for PP5 inhibitor project, biochemical, fluorescence, OMFP substrate, single point; Serine/threonine-protein phosphatase PP1-alpha catalytic subunit (Homo sapiens), P62136; purified PP1alpha; inhibition, % at 6.7 µM; actives 0.9% (n = 320,000); AID 2235, 2010;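 active = inhibition above the mean inhibition of all tested compounds plus 3 SD, computed separately for each screening campaign, cut at about 15% in these data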
Target sequence (P62136 whole entry, looked up): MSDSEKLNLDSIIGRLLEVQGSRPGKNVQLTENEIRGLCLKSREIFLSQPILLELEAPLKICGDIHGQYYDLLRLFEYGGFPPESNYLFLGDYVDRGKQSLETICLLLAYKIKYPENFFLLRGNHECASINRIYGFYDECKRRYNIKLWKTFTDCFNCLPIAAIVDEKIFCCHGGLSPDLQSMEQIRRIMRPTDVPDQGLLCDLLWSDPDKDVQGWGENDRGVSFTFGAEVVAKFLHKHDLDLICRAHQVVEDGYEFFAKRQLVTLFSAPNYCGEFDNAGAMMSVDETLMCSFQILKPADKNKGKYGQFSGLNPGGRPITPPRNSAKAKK
Fh CTSL1 inh: Fasciola hepatica cathepsin L1 inhibitors, primary screen, counter-screen for PFM18AAP inhibitor project, biochemical, QFRET, fluorogenic peptide substrate; AID 1906, 2009; inhibition, % at 5.96 µM; actives 0.49% (n = 300,000); recombinant F. hepatica cathepsin L1, Z-Leu-Arg-MCA fluorescence;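 active = inhibition above the mean of all tested compounds plus 3 SD, set per screening campaign, cut at about 17% in these data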;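 note: 0% = plate median of test compound wells and 100% = 1 µM Z-Phe-Ala-diazomethylketone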
PAFAH2 FP inh: PAFAH2 enzyme inhibitors, primary screen, biochemical, fluorescence polarization, human; Platelet-activating factor acetylhydrolase 2, cytoplasmic (Homo sapiens), Q99487; recombinant PAFAH2, FP-rhodamine activity probe; inhibition, % at 3.39 µM; actives 0.99% (n = 340,000);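 active = inhibition above the mean over all tested compounds plus 3 SD, cut at about 30% in these data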;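 note: inhibitors block probe labeling of enzyme so polarization drops; 0% = enzyme with DMSO and 100% = wells lacking PAFAH2 protein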
PP5 inh: PP5 phosphatase inhibitors, primary screen, biochemical, fluorescence; Serine/threonine-protein phosphatase 5 (Homo sapiens), P53041; purified PP5c, OMFP substrate fluorescence; inhibition, % at 6.7 µM; actives 0.18% (n = 320,000); AID 1987, 2009;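 active = inhibition above the campaign's mean inhibition across all tested compounds plus 3 SD, cut at about 9.5% in these data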;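 note: 0% = DMSO only and 100% = 100 µM cantharidin control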
AHR act: AHR activators, primary screen, cell-based, luminescence, luciferase reporter, human. AHR-responsive luciferase reporter cells. activation, % at 5 µM. actives 2.5% (n = 320,000). Aryl hydrocarbon receptor (Homo sapiens), P35869. AID 2796, 2010; in the data active = activation above about 47%;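 note: 0% = vehicle wells and 100% = reference agonist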
* = called active by the depositor; . = no result given; & = joins results of further samples. Hits appear at their usual frequency. About 5.6% of those tested had a hit in this group.

SMILES	core dimer inh	proCasp3 act	proCasp7 act	TPT1 inhibitor	PP1 counter	Fh CTSL1 inh	PAFAH2 FP inh	PP5 inh	AHR act
COc1cc(/C=C2/C(=O)NN(c3ccccc3)C2=O)cc(Br)c1O	-5	-9	-6	54*	3	1	4	-1.9	4
CC(C)(C)C(=O)NC(=S)Nc1sc2c(c1C(N)=O)CCC2	2	-13	-5	0	-1	-2	-5	2.4	17
COc1ccccc1N1CCN(C(=O)c2ccc(NC(C)=O)cc2)CC1	-1	8	4	-7	-2	-4	4	-0.8	17
COc1ccc(-c2c3c(=O)n(C)c(=O)n(C)c3cn2Cc2cccnc2)cc1	1	-7	8	-5	-2	-4	-2	1.0	2
COCCCOc1ccnc(CS(=O)c2nc3ccccc3[nH]2)c1C (stereo unspecified)	4&16	-23&-17	-30&-17	-2&0	-4&-2	0&1	-14	4.0&-0.5	12&17
COc1cc(/C=N/NC(=O)COc2ccc(C)cc2)ccc1OC(=O)c1cccs1	3	-7	10	-1	3	-3	-20	-3.3	14
O=C(Cn1nnc(-c2ccccc2F)n1)NCc1ccco1	1	4	6	-3	-3	0	0	-0.9	2
CCN(C(=O)COC(=O)COc1ccccc1Cl)c1c(N)n(Cc2ccccc2)c(=O)[nH]c1=O	.	2	-7	.	-2	.	-3	0.3	0
Cc1ccc(S(=O)(=O)N(C)C)cc1NC(=O)C(C)OC(=O)C1CCCC1 (stereo unspecified)	-3	9	-4	-2	-3	-3	-1	-1.2	-1
O=C(CN1CCN(Cc2ccccc2)CC1)Nc1cccc(Br)c1	8	-8	5	-1	2	1	-7	-1.8	-2
COc1ccccc1OCc1ccc(C(=O)OCC2CCCO2)o1 (stereo unspecified)	2	8	-1	1	2	-1	12	1.3	3
CCOC(=O)N1CCN(C(=O)c2ccc(C#CC3(O)CCCCC3)cc2)CC1	2	8	4	3	0	1	-6	-0.7	-2
Cc1ccccc1NC(=O)C1Cc2ccccc2CN1C(=O)c1ccco1 (stereo unspecified)	13	-3	3	1	6	-1	-9	3.2	6
Cc1ccc(C)c(N2CCN(C(=O)c3cc(S(=O)(=O)N4CCCC4)cn3C)CC2)c1	28	3	4	-4	-2	0	4	1.8	1
O=C(c1ccc(Cl)s1)N1CCc2ccccc21	1	8	-9	2	-1	3	6	0.3	-4
Cc1ccc2c(c1)N(CC(=O)N1CCCCCC1)C(=O)CO2	0	8	1	1	-5	4	-6	1.2	-2
CCOC(=O)c1cccc(NC(=O)/C=C/c2ccc3c(c2)OCO3)c1	-3	4	9	0	-1	0	-7	1.0	-9
CCOC(=O)C1(CC2CC2)CCN(Cc2ccc3cccc(F)c3n2)CC1	0	7	9	-1	-1	0	3	1.4	8
CCN(C[C@H]1N[C@@](C)(C(=O)OC)[C@H]2C(=O)N(Cc3ccccc3)C(=O)[C@@H]12)S(=O)(=O)c1ccc(C(C)(C)C)cc1	.	10	6	.	.	.	7	.	-1
CCOC(=O)C1(C)NC(c2cc(OC)c(OC)c(OC)c2)C2C(=O)N(CC)C(=O)C21 (stereo unspecified)	-2	-1	4	-1	-1	-2	-11	-1.1	71*
CCC(C)c1ccccc1N1CC(C(=O)NCCC2=CCCCC2)CC1=O (stereo unspecified)	.	11	1	.	-2	.	5	0.3	1
O=C(CSc1nnc(CNC(=O)c2c(F)cccc2Cl)o1)Nc1ccccc1	-2	-4	15	2	1	-1	1	-0.2	3
CNc1nc(C)nc(-n2nc(C)cc2C)n1	-6	-1	1	-3	-2	4	5	0.4	3
CCOc1ccc(S(=O)(=O)N2CCC(C(=O)NCCc3ccc(S(N)(=O)=O)cc3)CC2)cc1	3	8	7	-4	0	6	3	-2.3	1
Cc1cccn2c(=O)c(/C=C(\C#N)C(=O)NC3CCS(=O)(=O)C3)c(N3CCC(C)CC3)nc12 (stereo unspecified)	-10	-6	-7	-1	2	17*	-4	2.6	13
SMILES	core dimer inh	proCasp3 act	proCasp7 act	TPT1 inhibitor	PP1 counter	Fh CTSL1 inh	PAFAH2 FP inh	PP5 inh	AHR act
CCc1ccccc1N(C)S(=O)(=O)c1ccc(-c2cc(C)no2)s1	-6	12	-4	1	3	-5	4	4.7	2
COc1ccc(NC(=O)c2cc(Br)ccc2Cl)c([N+](=O)[O-])c1	0	3	1	1	-1	-1	-3	2.5	10
Oc1[nH]c(=S)sc1C=C1N=c2ccccc2=N1	-27	-13	-23	2	7	4	.	1.3	20
Cc1ccc(CCN2CC(C(=O)NCCCN3CCOCC3)CC2=O)cc1 (stereo unspecified)	3	0	5	1	-3	1	8	0.2	3
C[C@H](NC(=O)c1nc[nH]c1C(=O)NCC(=O)OCc1ccccc1)c1ccccc1	-3	6	-8	-2	2	4	1	3.9	3
O=C(NC(=S)Nc1ccc2[nH]c(=O)[nH]c2c1)c1ccccc1F	-10	-7	1	-2	-2	0	-3	2.2	3
O=C(CCN1CCCCCC1)c1ccccc1	0	2	12	-3	0	5	1	-1.7	0
O=C(Cc1ccccc1)N1CCC(c2nc(-c3ccc(F)cc3)no2)CC1	6	8	2	-4	-2	-2	2	1.2	-3
COc1ccc(N=C2S/C(=C\c3cc(C)n(C)c3C)C(=O)N2C)cc1	3	-4	-3	2	1	2	4	4.4	9
O=C(NN1CCOCC1)c1cc(-c2ccncc2)nc2ccccc12	1	4	3	-2	-3	-3	-10	0.1	3
O=C(CN1CCN(S(=O)(=O)c2ccc(Cl)c(Cl)c2)CC1)N1CCCCC1	.	6	-2	.	-2	.	2	1.0	1
O=C(O)CC1NC(=S)N(c2ccccc2)C1=O (stereo unspecified)	-4	-8	-6	24	-2	2	-4	0.7	-4
O=C(O)c1ccccc1NS(=O)(=O)c1ccc2ccccc2c1	5	-5	-8	2	0	-1	1	-0.6	6
C=CCc1cccc(/C=N/NC(=O)C(C)Nc2cccc(C)c2)c1O (stereo unspecified)	3	-27	-24	-5	5	0	-5	8.0	6
CN(Cc1ccccc1)c1cc(Cl)nc(N)n1	1	0	3	-2	-2	-2	0	1.1	-1
COc1ccc(C)cc1NC(=O)c1cc(S(=O)(=O)N2CCOCC2)cn1C	3	-1	-5	2	6	-1	2	-3.0	10
O=C(Nc1ccc2c(c1)OCCO2)C1CCC1	1	2	8	0	-2	4	3	-3.3	2
COc1ccc(/C=N/Nc2nc(NCc3ccco3)nc(Nc3ccc(OC)cc3)n2)cc1	10	-4	6	-1	6	0	-16	5.6	45
O=C(COc1ccc2ccc(=O)oc2c1)Nc1cccc(S(=O)(=O)N2CCCCC2)c1	.	4	2	.	-1	.	5	-0.7	0
COc1ccc(CNC(=O)CN2C(=O)CCSc3ccc(S(=O)(=O)N4CCCC4)cc32)cc1	4	-1	4	0	-1	-1	6	-2.5	1
CCc1ccc(CN(C)C(=O)c2cc(S(=O)(=O)N3CCN(CC)CC3)ccc2Cl)cc1	3	7	11	-5	0	12	4	0.8	-2
Clc1ccc(CN2C3=NCCCN3c3ccccc32)cc1Cl	-1	-3	18	-5	-3	2	-7	-0.5	-2
CCSC1(SCC)N=C(N)C2(C#N)C(c3ccc(OC)c(OC)c3OC)C12C#N (stereo unspecified)	0	-4	3	-4	1	2	1	0.8	18
CN(C)Cc1ccccc1Cc1ccccc1	5	9	3	-1	-2	-2	2	0.9	-2
O=C(O)c1cccc2c1C(=O)c1ccc(N3CCCC3)cc1S2(=O)=O	.	-9	-12	.	-2	.	-8	-2.6	-1

Whole records from above. Screens in order: core dimer inh, proCasp3 act, proCasp7 act, TPT1 inhibitor, PP1 counter, Fh CTSL1 inh, PAFAH2 FP inh, PP5 inh, AHR act
O=C(Nc1ccc2c(c1)OCCO2)C1CCC1 is entered as 1, 2, 8, 0, -2, 4, 3, -3.3, 2
O=C(NN1CCOCC1)c1cc(-c2ccncc2)nc2ccccc12 is entered as 1, 4, 3, -2, -3, -3, -10, 0.1, 3

Remaining list, next part.
SMILES	core dimer inh	proCasp3 act	proCasp7 act	TPT1 inhibitor	PP1 counter	Fh CTSL1 inh	PAFAH2 FP inh	PP5 inh	AHR act
O=C(C1CCCN(S(=O)(=O)c2ccc(F)cc2)C1)N1CCCCCC1 (stereo unspecified)	0	2	5	0	-5	-6	-3	2.5	-2
CC(=O)c1c(C)nc(-c2ccccc2)nc1NC(=O)Cc1ccccc1	-1	2	0	2	-5	-4	7	0.0	-7
O=C(NCCCN1CCOCC1)c1ccc(S(=O)(=O)Nc2cccc(C(F)(F)F)c2)cc1	-9	4	3	-3	-11	0	6	1.5	3
COc1ccc(CC(=O)Nc2cc(=O)n(C)c(=O)n2C)cc1	2	6	-7	-4	-2	-3	-2	-0.9	-3
Cc1nc2ccccc2nc1OCC(=O)N1CCN(c2ccccc2)CC1	1	7	1	1	2	-2	-2	3.9	4
Cc1ccc(S(=O)(=O)n2ccc(-c3ccc(OCc4c(F)cccc4Cl)cc3)n2)cc1	-2	2	4	-1	2	1	5	-1.3	-5
CC1Cc2nc(SCC(=O)NCC3CCCO3)n(Cc3ccccc3)c(=O)c2S1 (stereo unspecified)	-5	5	-2	1	-4	-1	-4	2.2	15
CCOC(=O)c1sc2nc3c(cc2c1N)COC(C)(CC)C3 (stereo unspecified)	-1	-1	-8	0	0	2	-5	2.6	-7
CCN(CC)CCCN(C(=O)Cn1nnc(-c2ccc(OC)c(OC)c2)n1)C(C(=O)NC(C)(C)C)c1ccc(F)cc1 (stereo unspecified)	-1	0	6	2	-6	1	0	3.9	2
CCC(=O)N(CC)c1nc(-c2cc(OC)ccc2OC)cs1	3	4	6	-2	3	3	3	3.6	-3
COc1ccc(C2Oc3ccccc3C3=C2C(c2cccs2)n2ncnc2N3)cc1 (stereo unspecified)	22	1	-3	-5	8	8	-16	2.4	8
Cn1c(=O)c2c(SCC(=O)N3CCOCC3)nc(-c3ccccc3Cl)nc2n(C)c1=O	1	5	-9	1	-3	3	-3	-1.2	2
CCOC(=O)N1CCN(C(=O)CN(c2cccc(C(F)(F)F)c2)S(C)(=O)=O)CC1	-4	-5	7	0	-6	-1	12	0.2	1
CN(CC(=O)Nc1ccc(N2CCOCC2)cc1)C(=O)c1ccc(CS(C)(=O)=O)cc1	.	6	-3	.	.	.	1	.	0
O=C(c1cccc(Cl)c1)N1CCCC(C(=O)N2CCCCCC2)C1 (stereo unspecified)	5	7	0	-4	-2	-6	-2	1.9	0

Screening data: PubChem BioAssay, The Scripps Research Institute Molecular Screening Center
